PTPN22 act = LYP phosphatase activators, primary screen, biochemical, DiFMUP fluorescence, 2 µM; Tyrosine-protein phosphatase non-receptor type 22 (Homo sapiens), Q9Y2R2; recombinant LYP; 0 = plate median, 100 = signal doubled; activation, % at 2 µM; 96,000 compounds, 0.11% hits;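 active = activation at 2 µM above a set limit, the mean plus 5 SD, cut at about 37% in these data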
HIV Rev-RRE inh = HIV-1 Rev-RRE binding inhibitors, primary screen, biochemical, FRET, protein-RNA interaction. inhibition, % at 8 µM. Rev peptide-RRE RNA binding. 97,000 compounds, 0.79% hits. P05866;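 active = inhibition above the screen-wide mean plus 3 SD, cut at about 35% in these data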;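 also: 0% = median DMSO wells and 100% = median Neomycin B control wells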
Target sequence (P05866 whole entry, looked up): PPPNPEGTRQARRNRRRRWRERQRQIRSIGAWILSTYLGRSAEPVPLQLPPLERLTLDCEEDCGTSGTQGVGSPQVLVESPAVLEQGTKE
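Probe or stimulus: fluorescein-Rev peptide as binding partner; assay system: Cy5-tagged RRE RNA duplex with fluorescein-tagged Rev peptide; timing: 5 min compound–RNA preincubation, then 15 min with peptide, 25 °C; medium: HEPES pH 7.5 buffer with KCl, MgCl2, NaCl and EDTA; signal: fluorescein-to-Cy5 FRET, 480 nm excitation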
PLK1 PBD inh = Plk1 polo box domain binding inhibitors, primary screen, biochemical, fluorescence polarization; Serine/threonine-protein kinase PLK1 (Homo sapiens), P53350; Plk1 PBD phosphopeptide binding; inhibition, %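 (tested at about 20 µM)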; 97,000 compounds, 0.13% hits; AID 693, 2007; in the data active = inhibition above about 34%, passing the limit was not always enough
EphB4 ephrin blk = EphB4-ephrin-B2 interaction antagonists, primary screen, biochemical, TNYL-RAW peptide probe, fluorescence polarization | inhibition, % at 7 µM | 97,000 compounds, 0.15% hits | EphB4 LBD / TNYL-RAW-Alexa532 peptide | Ephrin type-B receptor 4 (Homo sapiens), P54760;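 active = inhibition above the screen-wide mean inhibition plus 3 SD, cut at about 15% in these data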;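 also: 0% = DMSO wells and 100% = excess unlabeled TNYL-RAW peptide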
Target sequence (P54760 whole entry, looked up, the tested form may be a part): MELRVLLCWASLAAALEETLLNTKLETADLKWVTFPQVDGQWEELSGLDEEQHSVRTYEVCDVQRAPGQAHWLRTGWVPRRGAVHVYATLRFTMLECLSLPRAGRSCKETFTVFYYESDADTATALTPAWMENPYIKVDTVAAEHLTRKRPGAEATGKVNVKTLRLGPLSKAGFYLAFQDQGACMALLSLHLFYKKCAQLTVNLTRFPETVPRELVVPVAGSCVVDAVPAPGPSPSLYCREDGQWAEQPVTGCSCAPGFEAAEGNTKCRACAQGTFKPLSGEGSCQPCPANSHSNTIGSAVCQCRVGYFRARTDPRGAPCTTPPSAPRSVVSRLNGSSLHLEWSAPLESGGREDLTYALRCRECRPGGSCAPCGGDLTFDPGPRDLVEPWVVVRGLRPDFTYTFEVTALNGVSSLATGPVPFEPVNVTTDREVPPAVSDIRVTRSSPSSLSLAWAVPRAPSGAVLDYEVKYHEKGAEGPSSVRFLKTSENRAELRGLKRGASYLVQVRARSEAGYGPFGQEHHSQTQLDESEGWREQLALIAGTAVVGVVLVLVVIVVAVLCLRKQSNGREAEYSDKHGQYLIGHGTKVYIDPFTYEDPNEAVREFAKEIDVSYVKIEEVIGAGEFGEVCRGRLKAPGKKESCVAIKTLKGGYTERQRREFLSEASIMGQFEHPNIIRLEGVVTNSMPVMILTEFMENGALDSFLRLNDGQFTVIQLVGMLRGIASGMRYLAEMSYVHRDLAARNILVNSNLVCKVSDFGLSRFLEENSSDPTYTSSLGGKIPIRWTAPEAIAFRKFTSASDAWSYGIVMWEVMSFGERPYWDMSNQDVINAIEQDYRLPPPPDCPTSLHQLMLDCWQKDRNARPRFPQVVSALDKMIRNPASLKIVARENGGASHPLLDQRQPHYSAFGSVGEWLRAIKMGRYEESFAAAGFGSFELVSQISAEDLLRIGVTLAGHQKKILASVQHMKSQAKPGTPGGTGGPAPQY
CYP2C9 inhib = blockers of cytochrome P450 2C9 activity – biochemical, luminescence, ADME assay, primary screen; 96,000 compounds, 20% hits; CYP2C9 Supersomes, luciferin-H conversion; inhibition, % at 5 µM; AID 777, 2007;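 active = blocking of liver enzyme CYP2C9 beyond about 50% at 5 µM, limit read from the data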; also: values of inactives mirror those of a sister screen read the other way
PTPN22 inh 2 = PTPN22 phosphatase inhibitors, primary screen, biochemical, DiFMUP fluorescence, 2 µM; AID 640, 2007; recombinant LYP catalytic domain; inhibition, % at 2 µM; Tyrosine-protein phosphatase non-receptor type 22 (Homo sapiens), Q9Y2R2; 96,000 compounds, 0.21% hits;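 active = inhibition at 2 µM at or above a set limit, the screen mean plus 3 SD, cut at about 24% in these data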;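 also: 0% = DMSO with enzyme and 100% = enzyme fully blocked by orthovanadate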
Calb biofilm kill = clotrimazole potentiators killing Candida biofilms, primary screen, with clotrimazole, Alamar Blue | 85,000 compounds, 0.14% hits | AID 834, 2007 | C. albicans biofilm + clotrimazole | inhibition, % at 6 µM;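 active = inhibition above 20%; inactive = inhibition below 20%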;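 also: preformed 24 hr biofilms exposed to compound for 48 hr; 0% = biofilm without compound and 100% = blank killed by clotrimazole plus chlorhexidine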
PLK1 kinase inh = human PLK1 kinase inhibitors, primary screen, biochemical, TR-FRET; Serine/threonine-protein kinase PLK1 (Homo sapiens), P53350; recombinant PLK1 kinase, TR-FRET peptide phosphorylation; inhibition, % at 10 µM; 97,000 compounds, 0.53% hits; AID 619, 2007;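 active = inhibition of 50% or more in the single-concentration screen; inactive = inhibition below 50%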;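 also: 0% = DMSO max control and 100% = H-89 dihydrochloride min control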
CYP2C9 act = human CYP2C9 activators, primary screen, biochemical, luminescence | Cytochrome P450 2C9 (Homo sapiens), P11712 | recombinant CYP2C9, luciferin-H conversion; stronger effect = higher value; factor 1 = untreated enzyme, 0 = blocked | activation factor at 5 µM | 96,000 compounds, 1.4% hits;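 active = activation factor of 2 or more for CYP2C9 at a 5 µM dose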;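 also: 0 = sulfaphenazole-blocked wells and 1 = vehicle-only wells; values of inactives mirror those of a sister screen read the other way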
Numbers without * were called inactive; · = no result given.

SMILES | PTPN22 act | HIV Rev-RRE inh | PLK1 PBD inh | EphB4 ephrin blk | CYP2C9 inhib | PTPN22 inh 2 | Calb biofilm kill | PLK1 kinase inh | CYP2C9 act
CCC1(C)Cc2c(sc3nc(SC)nc(NCCN(C)C)c23)CO1 (stereo not drawn) | 14 | -4 | 25 | -7 | 18 | -8 | · | -4 | 0.8
Cc1nc(-c2ccccc2)sc1C(=O)CSc1ccc(Br)cc1 | -3 | 12 | -10 | -1 | 85* | 6 | · | -10 | 0.1
O=C(CCC1CCCCC1)Nc1ccccc1-c1ccccc1 | -8 | 7 | 19 | 0 | 14 | 12 | · | -8 | 0.9
COc1ccc2cc3cc(C(=O)NCc4ccccn4)oc3nc2c1 | 2 | 2 | -11 | 4 | 7 | -4 | · | -13 | 0.9
NC(=O)CSCc1c(Cl)cccc1Cl | -1 | 5 | 15 | -4 | -15 | 5 | 8 | -1 | 1.2
CCc1ccc(OCC(=O)Nc2cc(S(=O)(=O)CC)ccc2O)cc1 | 8 | -2 | 11 | -1 | 79* | -4 | · | 2 | 0.2
Cc1ccc(NC(=O)Cc2nnc(SCC(=O)c3ccc(Br)cc3)n2C)cc1Cl | -5 | -1 | 11 | 1 | 12 | 4 | 2 | -10 | 0.9
CCN(CC)c1cnn(C/C(=N\OC)c2ccc(Cl)cc2)c(=O)c1Br | 2 | 4 | -8 | -6 | 94* | -1 | 7 | -13 | 0.1
O=C(CSCc1ccc(Cl)cc1)N/N=C/c1ccc(Cl)cc1Cl | 2 | 8 | -34 | 0 | 29 | 1 | · | -4 | 0.7
Cc1cccc(NC(=O)C2CC(=O)n3cnnc3S2)c1 (stereo not drawn) | 6 | 11 | -29 | -2 | -23 | -6 | 6 | -5 | 1.2
CC(=O)c1cnc(Nc2nc(C)c3ccccc3n2)nc1C | -11 | 4 | 11 | 5 | -16 | 9 | 2 | -3 | 1.2
Cc1ccc(OCC(=O)NCc2ccccn2)cc1 | 2 | 8 | 1 | 0 | 9 | -4 | 0 | 1 | 0.9
CCOc1ccccc1C(=O)N(CN1CCCC1=O)c1cccc(Cl)c1 | -1 | 0 | 6 | -3 | 13 | -2 | 1 | -10 | 0.9
COCCNC(=O)c1sc2nc(-c3ccccc3)cn2c1C | 6 | 5 | -26 | -3 | -3 | -5 | 5 | -6 | 1
O=C(COc1ccccc1)Nc1ccc2c(c1)nc1n2CCOC1 | 6 | -1 | -7 | -10 | 5 | -8 | 7 | -2 | 1
O=C(O)CONC(=O)c1cc(OCC(F)(F)F)ccc1OCC(F)(F)F | -3 | 4 | 22 | 3 | -3 | 6 | · | 1 | 1
CCc1ccc(NS(=O)(=O)c2ccc3[nH]cc(C(=O)NCC4CCCO4)c(=O)c3c2)cc1 (stereo not drawn) | 9 | 14 | -8 | -8 | · | -12 | 5 | -14 | ·
CN(C)NC(=S)Nc1ccc2nc(-c3ccccn3)c(-c3ccccn3)nc2c1 | -2 | 19 | 19 | -4 | -7 | 6 | · | -8 | 1.1
Cc1[nH]c2ccccc2c1C1(O)C(=O)N(C(C)C)c2ccccc21 (stereo not drawn) | 1 | 5 | -19 | 3 | 6 | -1 | -8 | -14 | 0.9
CCOC(=O)c1[nH]c(C)c(C(=O)OCc2c(C)noc2C)c1C | -10 | 0 | -32 | -11 | 65* | 8 | 11 | -1 | 0.3
Cc1ccc(Nc2nc(CSc3nnnn3-c3ccccc3)cc(=O)[nH]2)cc1 | -5 | 16 | 8 | -7 | 42 | 0 | 7 | -8 | 0.6
Cc1nnc(C)n1/N=C/c1cccc(Oc2ccccc2)c1 | 0 | 7 | 2 | 0 | · | 4 | 5 | -10 | ·
O=c1cc(CO)oc(C(Nc2ccccn2)c2cccc(F)c2)c1O (stereo not drawn) | -1 | 7 | 7 | -2 | 17 | 0 | 15 | -23 | 0.8
Cc1noc(C)c1COC(=O)c1ccc(-c2nc3ccccc3s2)s1 | -13 | 4 | -11 | -4 | 6 | 12 | 3 | -1 | 0.9
O=C1CC(c2cccs2)c2cc3c(cc2N1)OCCO3 (stereo not drawn) | 3 | 2 | -18 | -3 | 71* | -6 | -2 | -3 | 0.3
O=C(c1cnccn1)N(c1ccccc1)C1(C(=O)NC2CCCCC2)CCCCC1 | -5 | -6 | 7 | -5 | -6 | 5 | -1 | -7 | 1.1
COc1cccc(OCC(O)CN2CCC(Cc3ccccc3)CC2)c1 (stereo not drawn) | -15 | 2 | 20 | -8 | -1 | 14 | 8 | 0 | 1
CCN(CC)CCNC(=O)c1ccccc1C(=O)c1ncc[nH]1 | 4 | 4 | 9 | -4 | 21 | -6 | 3 | -15 | 0.8
Cc1ccc2nc(NC(=O)CCCc3nc4ccccc4s3)sc2c1 | -6 | 8 | -12 | 0 | 2 | 4 | 3 | -6 | 1
C=CCn1c(CNC(=O)c2ccco2)nnc1SCC(=O)N1c2ccccc2Sc2ccccc21 | -7 | 13 | -1 | -4 | 1 | 6 | 0 | -5 | 1
Cc1cccc(CCN(Cc2cc3cccc(C)c3[nH]c2=O)C(=O)N2CCOCC2)c1 | -1 | 0 | -39 | 3 | 16 | 2 | 0 | 2 | 0.8
Cn1c(C(=O)OCC(=O)NCC2CCCO2)cc2sccc21 (stereo not drawn) | 5 | 1 | -8 | -6 | · | -6 | 1 | -9 | ·
Cc1nc(Sc2ccccc2)c(C#N)cc1-c1ccccc1 | · | 7 | -20 | -2 | 70* | · | · | -7 | 0.3
O=C(CN1C2CCCC1CC(NC(=O)c1ccccc1)C2)Nc1nccs1 (stereo not drawn) | 4 | 2 | 7 | 4 | · | -7 | 8 | -12 | ·
O=C1CCc2cc(S(=O)(=O)NC(Cc3ccccc3)C(=O)NCCC3=CCCCC3)ccc2N1 (stereo not drawn) | 0 | 1 | 23 | -3 | 61* | -1 | 8 | -9 | 0.4
COC(/C=C/Nc1ccc(OC)cc1)=C(C#N)C#N | 1 | 5 | 18 | -1 | -9 | 5 | · | -4 | 1.1
COc1cccc(C(=O)Nc2c3c(nn2-c2cccc(C)c2C)CS(=O)C3)c1OC (stereo not drawn) | -1 | 0 | -40 | 5 | 14 | 0 | · | -11 | 0.9
CC1(C)NC(=O)N(CCOc2cccc(Cl)c2Cl)C1=O | 12 | -3 | -8 | 2 | 32 | -16 | 6 | -15 | 0.7
Cc1cc(-c2ccccc2)c(C#N)c(N)n1 | -1 | 7 | -5 | 9 | -31 | 5 | -4 | 12 | 1.3
Cn1c(=O)c2c(nc(NCC(O)CO)n2CCc2ccccc2)n(C)c1=O (stereo not drawn) | -3 | 4 | -9 | 3 | 6 | 0 | 7 | -17 | 0.9

As a short view, part of the list above.
SMILES | PTPN22 act | HIV Rev-RRE inh | PLK1 PBD inh | EphB4 ephrin blk | CYP2C9 inhib | PTPN22 inh 2 | Calb biofilm kill | PLK1 kinase inh | CYP2C9 act
CCN(CC)CCNC(=O)c1ccccc1C(=O)c1ncc[nH]1 | 4 | 4 | 9 | -4 | 21 | -6 | 3 | -15 | 0.8
Cc1ccc2nc(NC(=O)CCCc3nc4ccccc4s3)sc2c1 | -6 | 8 | -12 | 0 | 2 | 4 | 3 | -6 | 1
C=CCn1c(CNC(=O)c2ccco2)nnc1SCC(=O)N1c2ccccc2Sc2ccccc21 | -7 | 13 | -1 | -4 | 1 | 6 | 0 | -5 | 1
Cc1cccc(CCN(Cc2cc3cccc(C)c3[nH]c2=O)C(=O)N2CCOCC2)c1 | -1 | 0 | -39 | 3 | 16 | 2 | 0 | 2 | 0.8
Cn1c(C(=O)OCC(=O)NCC2CCCO2)cc2sccc21 (stereo not drawn) | 5 | 1 | -8 | -6 | · | -6 | 1 | -9 | ·
Cc1nc(Sc2ccccc2)c(C#N)cc1-c1ccccc1 | · | 7 | -20 | -2 | 70* | · | · | -7 | 0.3
O=C(CN1C2CCCC1CC(NC(=O)c1ccccc1)C2)Nc1nccs1 (stereo not drawn) | 4 | 2 | 7 | 4 | · | -7 | 8 | -12 | ·
O=C1CCc2cc(S(=O)(=O)NC(Cc3ccccc3)C(=O)NCCC3=CCCCC3)ccc2N1 (stereo not drawn) | 0 | 1 | 23 | -3 | 61* | -1 | 8 | -9 | 0.4
COC(/C=C/Nc1ccc(OC)cc1)=C(C#N)C#N | 1 | 5 | 18 | -1 | -9 | 5 | · | -4 | 1.1
COc1cccc(C(=O)Nc2c3c(nn2-c2cccc(C)c2C)CS(=O)C3)c1OC (stereo not drawn) | -1 | 0 | -40 | 5 | 14 | 0 | · | -11 | 0.9
CC1(C)NC(=O)N(CCOc2cccc(Cl)c2Cl)C1=O | 12 | -3 | -8 | 2 | 32 | -16 | 6 | -15 | 0.7
Cc1cc(-c2ccccc2)c(C#N)c(N)n1 | -1 | 7 | -5 | 9 | -31 | 5 | -4 | 12 | 1.3
Cn1c(=O)c2c(nc(NCC(O)CO)n2CCc2ccccc2)n(C)c1=O (stereo not drawn) | -3 | 4 | -9 | 3 | 6 | 0 | 7 | -17 | 0.9

(cont.)
SMILES | PTPN22 act | HIV Rev-RRE inh | PLK1 PBD inh | EphB4 ephrin blk | CYP2C9 inhib | PTPN22 inh 2 | Calb biofilm kill | PLK1 kinase inh | CYP2C9 act
C=C(Cl)COc1ccc2c(C)cc(=O)oc2c1 | 0 | -4 | -16 | -5 | · | 4 | 3 | 8 | ·
CC(=O)Oc1ccccc1C1OC(=O)c2ccccc2N1C(C)=O (stereo not drawn) | 9 | 2 | 23 | -8 | -7 | -11 | -6 | -4 | 1.1
CCCCCC(=O)N(CN1C(=O)CCC1=O)c1ccccc1 | 0 | 12 | -39 | 4 | 9 | -2 | -4 | -8 | 0.9
N/C(Cc1ccc(Cl)c(Cl)c1)=N\OC(=O)c1cccs1 | -7 | 1 | 8 | 6 | 63* | 6 | · | -11 | 0.4
CCc1ccc(S(=O)(=O)NCc2csc(C)n2)s1 | 1 | 3 | 12 | -7 | · | 0 | 5 | -11 | ·
CCCC(CCC)C(=O)Nc1ccncc1 | 13 | -4 | -5 | -9 | 79* | -18 | 1 | -9 | 0.2
O=C(O)C1CC=CCC1C(=O)NCc1ccccc1 (stereo not drawn) | -14 | 7 | -1 | 5 | -14 | 12 | 3 | -6 | 1.1
O=c1[nH]c(SCc2cccc(Cl)c2)nc2c1CCCC2 | 1 | 10 | -8 | -4 | 36 | -2 | 10 | -8 | 0.6
NNC(=O)c1ccc([N+](=O)[O-])c(CS(=O)(=O)c2ccc(Cl)cc2)c1 | 4 | 1 | 24 | -2 | 33 | -1 | · | -13 | 0.7
CC(=O)NCCn1c(C)cc2ccccc21 | 8 | · | 9 | · | -12 | -10 | 11 | -7 | 1.1
N#CCCn1c(SCC(=O)c2c[nH]c3ccccc23)nc2ccccc21 | 8 | 2 | 4 | 3 | 44 | -9 | 10 | 7 | 0.6
O=C(CC1NC(=O)NC1=O)Nc1ccccc1 (stereo not drawn) | 8 | 4 | 8 | 8 | 68* | -5 | 2 | -8 | 0.3

Screening results (PubChem)
